Bioassay records from PubChem.
TWEAK-Fn14 inh = inhibitors of TWEAK-Fn14 interaction signaling | TWEAK-stimulated Fn14 reporter cells, luciferase luminescence, 8 h | inhibition, % at 10 µM | 360,000 compounds, 2% hits | AID 1159606; in the data active means inhibition above about 50%
TROY signal inh = inhibitors of TROY-dependent NF-kB signaling; Q293 LMP1-TROYcd NF-kB luciferase reporter, 4 h; inhibition, % at 10 µM; 360,000 compounds, 0.98% hits; AID 1347056;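 active means compounds whose plate-normalised and pattern-corrected inhibition of the luciferase reporter signal at the single screening dose is 50% or more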
NR5A2 inv ag = suppresses constitutive activity of human LRH-1; 360,000 compounds, 0.13% hits; inhibition, % at 3.6 µM; O00482; HEK293T StAR-luciferase reporter, LRH-1 transfected, 24 h;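 active means inhibition above the mean inhibition of all tested compounds plus 3 SD, cut at about 73% in these data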;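 further: 0% = DMSO wells and 100% = reporter-only cells lacking LRH-1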
SRC1 inh = inhibitors of human steroid receptor coactivator 1 (SRC1) | HEK293 GAL4-SRC1 luciferase reporter, luminescence | 360,000 compounds, 0.12% hits | AID 588354 | inhibition, % at 3.6 µM;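 active means inhibition above the campaign mean plus 3 SD, with each screening campaign given its own cutoff, cut at about 60% in these data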;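 further: 0% = DMSO treated cells and 100% = gossypol at 36 µM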
Target sequence (Q15788 whole entry, looked up, the tested form may be a part): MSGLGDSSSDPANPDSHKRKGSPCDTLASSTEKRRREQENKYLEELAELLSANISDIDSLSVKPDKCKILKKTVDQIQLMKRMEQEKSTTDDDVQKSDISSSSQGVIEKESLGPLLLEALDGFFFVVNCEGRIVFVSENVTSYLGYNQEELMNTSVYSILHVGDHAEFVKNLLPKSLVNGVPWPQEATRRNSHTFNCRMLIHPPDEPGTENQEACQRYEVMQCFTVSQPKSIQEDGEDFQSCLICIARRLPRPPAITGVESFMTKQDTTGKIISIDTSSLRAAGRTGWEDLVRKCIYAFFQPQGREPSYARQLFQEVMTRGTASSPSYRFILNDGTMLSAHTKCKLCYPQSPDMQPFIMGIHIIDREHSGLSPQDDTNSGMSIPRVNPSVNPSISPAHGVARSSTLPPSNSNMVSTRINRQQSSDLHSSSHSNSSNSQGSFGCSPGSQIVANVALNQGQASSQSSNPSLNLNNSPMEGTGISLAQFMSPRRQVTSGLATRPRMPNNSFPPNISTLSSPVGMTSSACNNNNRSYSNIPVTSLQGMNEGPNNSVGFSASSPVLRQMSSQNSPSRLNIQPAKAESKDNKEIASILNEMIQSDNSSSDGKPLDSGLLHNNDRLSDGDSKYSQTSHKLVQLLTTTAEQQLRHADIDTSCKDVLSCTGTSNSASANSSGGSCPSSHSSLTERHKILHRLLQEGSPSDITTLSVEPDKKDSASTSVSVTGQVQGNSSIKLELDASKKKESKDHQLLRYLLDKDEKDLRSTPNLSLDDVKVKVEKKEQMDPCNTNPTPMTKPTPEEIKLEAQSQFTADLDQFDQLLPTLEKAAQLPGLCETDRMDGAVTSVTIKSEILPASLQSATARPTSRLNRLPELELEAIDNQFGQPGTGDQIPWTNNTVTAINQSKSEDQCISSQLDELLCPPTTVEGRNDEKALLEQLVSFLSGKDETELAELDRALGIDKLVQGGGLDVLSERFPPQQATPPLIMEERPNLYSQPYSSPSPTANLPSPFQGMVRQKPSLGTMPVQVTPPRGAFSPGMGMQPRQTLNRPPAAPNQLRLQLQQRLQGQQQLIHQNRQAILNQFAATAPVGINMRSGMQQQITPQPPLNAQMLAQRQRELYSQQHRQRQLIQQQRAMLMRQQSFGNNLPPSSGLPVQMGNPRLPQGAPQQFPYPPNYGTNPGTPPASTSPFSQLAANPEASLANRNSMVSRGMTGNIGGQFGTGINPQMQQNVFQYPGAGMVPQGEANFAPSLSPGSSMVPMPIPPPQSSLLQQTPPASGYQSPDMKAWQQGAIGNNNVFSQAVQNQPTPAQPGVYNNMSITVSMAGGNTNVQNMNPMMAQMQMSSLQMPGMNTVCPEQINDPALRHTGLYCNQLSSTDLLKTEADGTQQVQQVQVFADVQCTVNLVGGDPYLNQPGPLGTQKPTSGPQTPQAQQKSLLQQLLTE
C8 TRAIL sens = caspase-8 TRAIL sensitization. AID 624354. 360,000 compounds, 1% hits. inhibition (viability loss, TRAIL sensitization), % at 10 µM. NB7+C8 cells + TRAIL, ATPlite viability luminescence;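 active means compounds causing at least 50% loss of cell viability in the single-dose screen, relative to plate controls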
KKLEB cytotox = reduces viability of KKLEB cystic fibrosis airway cells; KKLEB CF airway cells viability, ATPlite luminescence, overnight; active compounds read low; cells stimulated with P. aeruginosa culture filtrate; activity change (cytotoxicity), % at 5 µM; 360,000 compounds, 0.36% hits;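 active means corrected activity change at or below -50% at 5 µM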
SRC3 inh = inhibits human SRC3 coactivator; Q9Y6Q9; HEK293 GAL4-SRC3 luciferase reporter, luminescence; 360,000 compounds, 0.17% hits; AID 588352; inhibition, % at 3.6 µM;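 active means inhibition above a per-campaign cutoff, the mean of all compounds plus 3 SD, cut at about 60% in these data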;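 further: 0% = DMSO-treated cells and 100% = gossypol-treated cells at 36 µM; higher means less SRC3-driven luciferase light from the GAL4 reporter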
COUP-TFII inh = blocks human COUP-TFII nuclear receptor; P24468; HEK293T NGFI-A luciferase reporter, luminescence; inhibition, % at 8.6 µM; 370,000 compounds, 0.7% hits;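 active means inhibition above a per-plate cutoff, mean inhibition of test wells between control levels plus 3 SD, cut at about 38% in these data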;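 further: cells cotransfected with COUP-TFII expression vector driving the NGFI-A reporter; 0% = median of COUP-TF2 test wells and 100% = reporter-only cells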
CF NFkB block = blocks PAF-induced NF-kB reporter in cystic fibrosis cells; KKLEB NF-kB-GFP reporter, GFP fluorescence overnight; inhibition, % at 5 µM; 360,000 compounds, 0.86% hits;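 active means at least 50% inhibition at 5 µM, scaled per plate between neutral and stimulator controls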;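 further: PAF is a Pseudomonas aeruginosa culture filtrate used as stimulus; plate controls were PAF-stimulated DMSO wells for no effect and unstimulated DMSO wells for full effect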
NCOA2 inhibitor = inhibits human steroid receptor coactivator 2; Q15596; HEK293 GAL4-SRC2 luciferase reporter, luminescence; inhibition, % at 9 µM; 370,000 compounds, 0.17% hits; AID 651957;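 active means inhibition above the mean inhibition of all tested compounds plus 3 SD, set per campaign, cut at about 52% in these data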;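 further: 0% = DMSO treated cells and 100% = cells given Gossypol at 36 µM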
EBV LMP1 NFkB = reduces LMP1-driven NF-kappaB luciferase signal. inhibition, % at 12.5 µM. 350,000 compounds, 0.69% hits. LMP1-induced NF-kappaB luciferase reporter cells, luminescence; in the data active means inhibition above about 41%;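 further: 0% = neutral control wells and 100% = reference inhibitor control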
The depositor's hits bear a star; x = not tested or not shown.

SMILES | TWEAK-Fn14 inh | TROY signal inh | NR5A2 inv ag | SRC1 inh | C8 TRAIL sens | KKLEB cytotox | SRC3 inh | COUP-TFII inh | CF NFkB block | NCOA2 inhibitor | EBV LMP1 NFkB
COc1ccc(/C=N/Nc2cc(C)nc(NS(=O)(=O)c3ccc(C)cc3)n2)cc1 | -1 | 10 | -10 | 2 | 6 | 12 | -14 | 5 | 1 | -4 | -4
O=C(Nc1cccnc1)OCc1ccccc1 | -4 | -16 | -13 | -34 | 10 | -4 | -16 | -31 | 3 | -7 | -20
CCOc1cccc(/C(O)=C2/C(=O)C(=O)N(Cc3cccnc3)C2c2ccco2)c1 (centres undefined) | 5 | -10 | -3 | -37 | -6 | 5 | 5 | -31 | 8 | -22 | -2
CC1Cc2ccccc2N1C1=CC(=O)CCC1 (centres undefined) | 2 | 15 | 0 | 6 | 13 | 7 | 17 | -13 | -36 | -11 | 3
COCCCNS(=O)(=O)c1ccccc1 | -1 | 0 | -1 | 3 | 3 | -15 | -24 | -13 | 8 | -2 | -2
COc1cccc(-n2nnnc2S(C)(=O)=O)c1 | 16 | 29 | 18 | -44 | 0 | -32 | 37 | x | 94* | x | 90*
O=C(c1ccccc1)c1cnc(Nc2ccc(Cl)c(Cl)c2)s1 | -6 | -50 | -20 | -14 | 0 | -7 | -5 | 10 | -18 | -16 | -1
Cc1cc(NC(=O)c2sc(Nc3cccc(C(F)(F)F)c3)nc2N)no1 | 19 | -2 | -9 | 5 | -4 | -12 | 6 | -2 | -11 | -14 | -5
COc1ccc(Cc2nc(N)nc(N)n2)cc1 | -6 | 1 | -24 | 0 | -7 | -2 | -15 | 11 | -1 | 13 | -3
COc1ccccc1NS(=O)(=O)c1cccc(C(=O)NCC(c2ccco2)N2CCCC2)c1 (centres undefined) | 16 | -4 | -26 | -15 | 0 | 11 | -3 | 10 | -8 | 5 | 2
N#CC(C#N)=Cc1cccn1-c1ccc(S(N)(=O)=O)cc1 | 2 | 4 | 4 | 0 | -2 | 9 | 7 | -5 | -7 | -12 | -11
O=c1[nH]c(N/N=C/c2ccccc2Br)nnc1-c1ccccc1 | 15 | -12 | -5 | -5 | 0 | -14 | 5 | -10 | -8 | -30 | 3
COc1ccc(C(=O)NCc2nnc(SCC(=O)NC3CCCCC3)o2)cc1 | -8 | -5 | -19 | 4 | -8 | 15 | -12 | 5 | 4 | 20 | 2
Cc1ccccc1C(=O)N1CCN(c2ccc(NC(=O)CSc3ccc(Cl)cc3)cc2)CC1 | 19 | 46 | 7 | 25 | 29 | -10 | 33 | 54* | 61* | 38 | 58*
O=C(Cc1ccccc1)NC1(O)C(=O)c2ccccc2C1=O | -11 | 8 | 9 | -9 | -12 | -3 | 3 | -8 | 11 | -4 | -8
CCn1c(CCC(=O)Nc2ccccc2F)nnc1SCC(=O)Nc1ccc(OC)cc1 | 6 | 4 | -8 | 4 | 1 | -5 | 6 | 3 | -14 | 13 | -2
CCOC(=O)c1c(/N=C/c2ccccc2O)sc2c1CCC2 | 17 | 18 | 10 | 7 | -2 | 7 | -14 | 2 | 3 | 5 | -5
COc1ccc(CCNC(=O)c2c(O)c3cccc4c3n(c2=O)CC4)cc1OC | 0 | 11 | -1 | -1 | -16 | -4 | -1 | -7 | 11 | 19 | 6
CCCc1cc(=O)oc2cc(C)cc(OCC(=O)NCCCN3CCCC3=O)c12 | -11 | -11 | 19 | 1 | 6 | 4 | 10 | -13 | -18 | 0 | -6
Nc1ccc2c(c1)Cc1cc([N+](=O)[O-])ccc1-2 | -40 | -59 | -21 | -36 | 14 | -13 | -44 | -21 | -76 | -50 | -17
CC1CCN(C(=O)CSc2nc3ccccc3c(=O)n2Cc2ccc3c(c2)OCO3)CC1 | -8 | 3 | 3 | -10 | -14 | -13 | -1 | -2 | -5 | -20 | -5
CC(C)c1ccc(OCC(=O)Nc2ccc(S(=O)(=O)Nc3ccccn3)cc2)cc1 | 8 | 24 | -16 | 6 | -2 | -13 | -4 | -18 | 6 | 4 | 2
O=C(Cc1ccc(Cl)cc1)NCC(=O)N1CCN(c2ccccc2)CC1 | 38 | 20 | 4 | 2 | -14 | -4 | -4 | 18 | 0 | -19 | 3
COc1cc(OC)cc(C(=O)N[C@H](C(=O)OCC(=O)Nc2cccc(F)c2)C(C)C)c1 | 2 | -2 | 40 | 4 | -3 | 8 | 27 | 19 | -20 | 17 | 2
Cc1cc(NC(=O)COC(=O)c2ccc(F)c(S(=O)(=O)N3CCOCC3)c2)no1 | -2 | 0 | 0 | -8 | -1 | 7 | -1 | -15 | -8 | -15 | -5
NC(=O)C1CCN(C(=O)CCC(=O)c2ccc(F)cc2)CC1 | -2 | 9 | -3 | -3 | 4 | 1 | -14 | 13 | -12 | -24 | 29
c1ccc2c(C3=NNC(=NC4CC4)SC3)c[nH]c2c1 | 78* | 36 | -142 | -133 | 34 | 12 | -116 | -33 | -10 | -58 | 40
COc1cc(/C=C/C(=O)OCC(=O)NC(=O)NC(C)(C)C)ccc1O | -5 | -3 | 8 | -15 | -10 | 2 | 17 | 3 | 17 | -9 | 0
CCOc1ccc(CN=C(N)N=C(N)N)cc1Cl | -1 | -6 | 17 | 12 | 10 | 1 | 8 | 37 | 10 | 24 | 3
CCCCCCCCOC(=O)c1nc(Cl)c(Cl)c(N)c1Cl | -4 | -2 | 7 | 13 | 10 | 11 | 20 | 8 | -7 | -12 | 7
Cc1nonc1C(=O)N1CCCC(Nc2ccc(C(C)C)cc2)C1 (centres undefined) | 3 | 8 | 5 | -7 | 5 | -1 | 28 | -4 | -2 | -7 | -1
Cc1[nH]c(=O)[nH]c(=O)c1S(=O)(=O)Nc1cccc([N+](=O)[O-])c1C | -12 | -9 | -14 | -6 | -13 | 5 | 6 | 19 | 12 | -8 | -5
COCCNc1nc(Nc2ccc(Cl)cc2F)c2sccc2n1 | 35 | 12 | 25 | 14 | 0 | -12 | 5 | 17 | 12 | 13 | x
Cc1ccc(C(=O)NNC(=O)/C=C\C(=O)O)cc1 | -3 | -55 | -24 | -16 | -21 | 0 | 0 | -13 | -3 | -5 | -5
O=C(CCC1CCCN(C(=O)C2=CCCC2)C1)N1CCN(c2ccccn2)CC1 (centres undefined) | 0 | 4 | -1 | -13 | -5 | 14 | 5 | -4 | -20 | 6 | 2
CN(C)S(=O)(=O)c1cccc(NC(=O)c2cc3ccccc3o2)c1 | 10 | -10 | -42 | -39 | -5 | -2 | -69 | -17 | -1 | -17 | -26
CC1CC(CCC(=O)NC(=S)Nc2ccc(Cl)cn2)C(=O)O1 (centres undefined) | -17 | -3 | -2 | 6 | -2 | -13 | -9 | -3 | -4 | 5 | -3
CN(CC(=O)Nc1ccc(Cl)c(Cl)c1)C(=O)CNC(=O)C1CCCCC1 | -11 | 6 | 5 | -5 | 7 | 15 | 9 | -6 | -6 | -2 | -9
CCC(Cc1ccccc1)NC(=O)Cn1cccc1C(=O)c1ccccc1 (centres undefined) | -3 | -1 | 5 | 1 | -5 | 12 | 13 | 1 | -21 | -1 | 0
COc1cc2[nH]c(=S)n(NC(=O)CC(C)C)c(=O)c2cc1OC | -1 | 2 | -4 | -5 | -10 | -5 | -7 | 0 | 8 | -2 | 3
O=S(=O)(NC1=NCCCCC1)c1ccc2sc(NS(=O)(=O)c3ccc4ccccc4c3)nc2c1 | 19 | 44 | 15 | -33 | -12 | 24 | 11 | -14 | -25 | 10 | -9
CC1CCN(CCCCOc2ccc(Cl)cc2)CC1 | -3 | 1 | -21 | -14 | 5 | 9 | 6 | x | 1 | x | 3
COc1ccc(NCc2nnc(SCC(=O)Nc3ccc(OC)cc3OC)o2)cc1 | 10 | 2 | 6 | 1 | -3 | 1 | 2 | -1 | -2 | -23 | -10
COc1ccc(CN2CC(C(=O)NCCCN3CCCCCC3)CC2=O)cc1 (centres undefined) | 8 | -7 | -6 | 7 | 0 | 9 | -10 | -6 | -1 | -5 | -3
CCCCn1nnnc1C(c1ccccc1)N1CCN(c2ccc(C(F)(F)F)cc2[N+](=O)[O-])CC1 (centres undefined) | 4 | 3 | 14 | x | 4 | x | x | -1 | x | 9 | x
CC(=O)Nc1ccc(NC(=O)CN2C(=O)NC3(CCCCCCC3)C2=O)cc1 | 11 | -24 | 4 | 1 | -9 | 14 | 7 | -13 | 6 | -1 | -5
CN(C)c1ccnc(-n2cccc2/C=N/OCc2cccc(F)c2)c1C#N | 2 | -9 | -1 | 1 | -13 | -2 | 15 | 5 | -11 | -2 | 3
Cc1c(CN2CCC(CO)(CC3CCCCO3)CC2)cnn1C (centres undefined) | 9 | 10 | -13 | 3 | -2 | 2 | 4 | 18 | 1 | -5 | -9
O=C(C[C@@H]1C[C@H]2c3cc(NC(=O)NC4CCCCC4)ccc3O[C@H]2[C@H](CO)O1)NC1CCCCC1 | 22 | -8 | 5 | 7 | -21 | 5 | 3 | 12 | -4 | -5 | 0
COC(=O)c1ccccc1S(=O)(=O)N1CCC(C(=O)NC2CCCCC2)CC1 | 8 | 4 | 6 | 4 | -2 | -2 | -3 | -1 | -20 | -27 | 0
O=C(Nc1ccon1)c1cccc(S(=O)(=O)N2CCCCC2)c1 | 3 | 3 | -2 | 6 | 1 | -3 | 6 | 1 | -20 | 2 | -7
O=C(COc1ccc(-c2nnco2)cc1)NC1CCS(=O)(=O)C1 (centres undefined) | 17 | -4 | -10 | -10 | -8 | 15 | -2 | 10 | -21 | 3 | 6
Cn1ncc(Cl)c1C(=O)N1CCOCC1 | -3 | 7 | -2 | -93 | -6 | -32 | -5 | 0 | -3 | -16 | -8
O=C(NC1CCCCC1)c1ccc(N2CCOCC2)c([N+](=O)[O-])c1 | -15 | -12 | -6 | 2 | -5 | -14 | 7 | 9 | 18 | 11 | 2
CS(=O)(=O)c1ccc2nc(NC(=O)CN3CCN(Cc4ccccc4)CC3)sc2c1 | 2 | 7 | 16 | -8 | -5 | -7 | 14 | 3 | 0 | -2 | -6
CC1(C)CCSC(/C=C/c2ccccc2)=N1 | 72* | -1 | 3 | 25 | 26 | -11 | 56 | -8 | 56* | 28 | 9
COc1ccc(C2C(C#N)=C(N)Oc3cc(O)ccc32)cc1 (centres undefined) | -6 | 9 | -1 | 6 | -10 | -6 | -17 | 11 | 15 | -32 | 0

Three compounds drawn at random from those above, as already listed:
SMILES | TWEAK-Fn14 inh | TROY signal inh | NR5A2 inv ag | SRC1 inh | C8 TRAIL sens | KKLEB cytotox | SRC3 inh | COUP-TFII inh | CF NFkB block | NCOA2 inhibitor | EBV LMP1 NFkB
O=C(Nc1ccon1)c1cccc(S(=O)(=O)N2CCCCC2)c1 | 3 | 3 | -2 | 6 | 1 | -3 | 6 | 1 | -20 | 2 | -7
CN(C)c1ccnc(-n2cccc2/C=N/OCc2cccc(F)c2)c1C#N | 2 | -9 | -1 | 1 | -13 | -2 | 15 | 5 | -11 | -2 | 3
COc1ccc(C2C(C#N)=C(N)Oc3cc(O)ccc32)cc1 (centres undefined) | -6 | 9 | -1 | 6 | -10 | -6 | -17 | 11 | 15 | -32 | 0
